# BAP1 inh – blocks human BAP1 ubiquitin-AMC hydrolysis | Q92560 | recombinant BAP1, Ub-AMC hydrolysis fluorescence kinetic; hits give low values | activity remaining (% of control), % at 20 µM | actives 0.48% (n = 72,000) | AID 436;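 active = activity remaining at or below 50% of control, provided the compound also passes the data quality filters; inactive = the rest, including low values that fail the filters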;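 note: 100% = DMSO wells rate and 0% = substrate alone blank rate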
# HePTP inh – inhibitors of human HePTP phosphatase; P35236; inhibition, % at 20 µM; actives 0.64% (n = 110,000); recombinant HePTP phosphatase activity, OD absorbance; in the data active = inhibition above about 50%;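 note: plate controls were vehicle for no effect and reference inhibitor for full effect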
# Target sequence (P35236 whole entry, looked up): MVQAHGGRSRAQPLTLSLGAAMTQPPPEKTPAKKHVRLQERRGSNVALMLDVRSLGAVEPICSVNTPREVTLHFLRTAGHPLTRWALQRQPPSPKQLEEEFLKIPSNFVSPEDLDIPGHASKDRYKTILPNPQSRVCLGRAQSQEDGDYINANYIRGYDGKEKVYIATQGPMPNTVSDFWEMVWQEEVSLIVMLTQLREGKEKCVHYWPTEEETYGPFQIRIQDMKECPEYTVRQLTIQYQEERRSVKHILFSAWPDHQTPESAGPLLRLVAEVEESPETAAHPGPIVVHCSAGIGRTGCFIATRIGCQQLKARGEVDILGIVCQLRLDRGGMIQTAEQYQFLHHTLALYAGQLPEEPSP
# * hit, by the source's call; x = no result given; & = joins results of further samples.
SMILES,BAP1 inh,HePTP inh
Cc1cccc(C2OC3(C(=O)c4ccccc4C3=O)C(c3ccc(Br)cc3)C23C(=O)c2ccccc2C3=O)c1 (stereo not drawn),x,2
CCCOc1ccc(N2CC(C(=O)Nc3ccccn3)CC2=O)cc1 (stereo not drawn),102,6
COc1cc(C(=O)NC(NC(=S)Nc2cccc3ccccc23)C(Cl)(Cl)Cl)cc(OC)c1OC (stereo not drawn),x,0
CCOC(=O)C1CN(S(=O)(=O)c2ccc(C)cc2)CCN1S(=O)(=O)c1ccc(C)cc1 (stereo not drawn),87,27
CCN(CC(=O)NCc1cccs1)C(=O)c1cc(S(=O)(=O)N2CCOCC2)ccc1C,128,-2
O=C1COc2ccccc2N1Cc1ccccc1Cl,113,-2
CCOc1ccccc1N1C(=O)c2cccc3cccc(c23)C1=O,x,7
Oc1ccc(Cl)cc1CNCC1CCCO1 (stereo not drawn),119,7
Cc1ccccc1-c1c(C)oc2c(C)c(O)ccc2c1=O,113,x
Cc1ccc(-n2c(CNc3ccc(F)cc3)nnc2SCC(=O)N2CCCC2)cc1,104,6
c1ccc(-c2nnc(CN3CCCc4ccccc43)o2)cc1,101,2
O=C(Nc1nc2ccccc2s1)C(=O)Nc1nc2ccccc2s1,91,x
O=C(Nc1cc(Cl)ccc1Cl)C1CC(=O)N(C2CCCCC2)C1 (stereo not drawn),x,-2
O=C(N=c1nc2ccccn2s1)c1ccccc1,x,1
CCOC(=O)c1ccc(N2C(=O)CC(Sc3nc(O)c(CC)c(=O)[nH]3)C2=O)cc1 (stereo not drawn),105,10
CCOC(=O)C1=C(C)N(c2nonc2NC(C)=O)C(N)=C(C#N)C1c1ccccc1F (stereo not drawn),75,8
Nc1ccc(C(=O)Nc2cccc3ccccc23)cc1,x,-16
CCOc1ccccc1N1CCN(C(=O)c2cc(Cl)ccc2[N+](=O)[O-])CC1,x,0
O=C(O)CCCCCN1C(=O)C(=O)/C(=C(/O)c2ccc([N+](=O)[O-])cc2)C1c1ccc(O)cc1 (stereo not drawn),x,4
O=C(NCCC1=CCCCC1)c1cc2c(s1)CS(=O)(=O)C2,104,11
O=C(Nc1cc(C(F)(F)F)ccc1N1CCOCC1)c1n[nH]c(=O)c2ccccc12,103,-2
c1ccc(OCc2nn3c(-c4ccco4)nnc3s2)cc1,77,8
CC1=C(C(=O)OCCc2ccccc2)C(c2ccccc2F)C2=C(CC(C)(C)CC2=O)N1 (stereo not drawn),x,-5
CCCCNC(=O)Cn1c(-c2ccc(OC)cc2)noc1=O,97,4
CCOC(=O)c1ccc(NC(=O)C(=O)NCCc2ccc(OC)c(OC)c2)cc1,x,-2

# Full records from above.
# O=C(NCCC1=CCCCC1)c1cc2c(s1)CS(=O)(=O)C2 is entered as BAP1 inh: 104; HePTP inh: 11
# O=C(Nc1cc(C(F)(F)F)ccc1N1CCOCC1)c1n[nH]c(=O)c2ccccc12 is entered as BAP1 inh: 103; HePTP inh: -2

# Continued.
SMILES,BAP1 inh,HePTP inh
Cc1cccc(-c2nc3sc4c(c3c(=O)o2)CCCCC4)c1,x,2
CCCCn1c(SCC(=O)c2ccc3c(c2)OCCO3)nnc1-c1ccoc1C,83,-2
Cc1ccc(-n2c(SCC(=O)N3CCOCC3)nnc2-c2cccnc2)cc1C,98,7
O=C1C2C3CCC(O3)C2C(=O)N1c1ccccn1 (stereo not drawn),x,4
Cn1c(=O)c2[nH]c(-c3ccccc3)nc2n(C)c1=O,101,x
Cn1ncc(Cl)c1C(=O)N(C(=O)c1c(Cl)cnn1C)c1ncccn1,x,-7
CCOC(=O)c1cccc(N2C(=O)C3C4CCC(C4)C3C2=O)c1 (stereo not drawn),106,x
COc1ccc(CNS(=O)(=O)c2cccc([N+](=O)[O-])c2)cc1,x,12
CC(=O)NC1=NC(=O)/C(=C\c2ccccc2Cl)S1,x,-4
Cc1cc(/C=C2/NC(=O)NC2=O)c(C)n1-c1ccc(F)cc1,x,6
CNC(=O)c1cc2ccccc2o1,170,8
COC(=O)c1ccc(CN2C(=O)NC3(CCCCC3C)C2=O)o1 (stereo not drawn),x,-1
Cc1nn(C(CC(=O)O)C(=O)O)c(C)c1I (stereo not drawn),x,-1
O=C(CN(Cc1cccs1)C(=O)CN1C(=O)COc2ccccc21)NCc1ccco1,96,5
COc1ccc(-n2c(SCC(=O)Nc3ccc4c(c3)OCO4)nnc2C(C)N2CCCCC2)cc1 (stereo not drawn),80,-1
CSc1oc(-c2ccc(F)cc2)nc1S(=O)(=O)c1ccc(F)cc1,100,-12
O=c1c(N=Nc2ccc(F)cc2)c(-c2ccccc2)[nH]n1-c1nc(-c2ccccc2)cs1,x,5
COc1ccc(NC(=O)CSc2nnnn2-c2ccccc2)c([N+](=O)[O-])c1,x,0
O=C(COc1ccccc1)Nc1ccncc1,x,8
COc1ccc(S(=O)(=O)N(CCc2ccccc2)CC(=O)NCCc2ccccc2)cc1,x,6
Cc1ccc(C(=O)/C=C/c2ccc3ncccc3c2)cc1,x,7
COc1cc(C2NC(=S)NC(C)=C2C(=O)Nc2cccc(C)c2)ccc1O (stereo not drawn),x,-12
O=C1C2ON(c3ccccc3)C(c3ccccn3)C2C(=O)N1c1ccc(Br)cc1 (stereo not drawn),88,9&-2
CCOc1ccc(C(C)(N)C(=O)O)cc1 (stereo not drawn),94,1
CCC(=O)N(Cc1cccs1)C1CCOC(C)(C)C1 (stereo not drawn),161,6

# By substructure, those above containing a COOH group
SMILES,BAP1 inh,HePTP inh
O=C(O)CCCCCN1C(=O)C(=O)/C(=C(/O)c2ccc([N+](=O)[O-])cc2)C1c1ccc(O)cc1 (stereo not drawn),x,4
Cc1nn(C(CC(=O)O)C(=O)O)c(C)c1I (stereo not drawn),x,-1
CCOc1ccc(C(C)(N)C(=O)O)cc1 (stereo not drawn),94,1

# Continuation.
SMILES,BAP1 inh,HePTP inh
CCC1CCc2c(sc(NC(=O)COc3ccc(Cl)cc3Cl)c2C(N)=O)C1 (stereo not drawn),x,5
Cc1cc(C)c(NC(=O)CSc2nnc(Cc3cccn3C)n2-c2ccc(F)cc2)c(C)c1,104,5
Cn1c(SCC(=O)c2ccccc2)nc2cccnc21,104,6
COc1ccc(C(=O)OCCNC(=O)c2ccc[n+](C)c2)cc1OC,x,16
COc1ccc2c(c1)nc(SCc1ccccc1)n2C,155,-32
CC1CCCCC1NC(=O)c1ccc2c(c1)[nH]c(=O)n2C1CCCC1 (stereo not drawn),76,-6
CCOC(=O)c1cc(-c2ccc(N)cc2)sc1N,92,1
O=C(CSc1nnc(CNc2ccccc2)o1)c1ccc2c(c1)OCCO2,103,5
CCC(=O)Nc1nc2c(OC)ccc(OC)c2s1,101,-8
CC1=NCCN1S(=O)(=O)c1ccc(Br)c(C)c1,104,-4
Cc1ccc(Nc2nc3nonc3[nH]c2=O)cc1,90,4
O=C(O)CC(Cc1ccc(Br)cc1)C(=O)Nc1ccccc1 (stereo not drawn),x,-6
CC(NS(C)(=O)=O)C(c1cccs1)N1CCN(c2ccccc2)CC1 (stereo not drawn),92,x
CNC(=O)C(=O)Nc1ccc(C)c(C)c1,x,-5
Nc1nc(SCc2ccc3c(c2)OCO3)n[nH]1,61,1
CCCc1[nH]n(-c2nc3ccccc3s2)c(=O)c1C=NCCCO,x,11
CCN1CCN(c2nc3c(c(=O)n(C)c(=O)n3C)n2CCSc2nccc(C)n2)CC1,94,9
O=C(O)CCn1[nH]c(=O)ccc1=O,92,8
CCCCNC(=O)c1cc2n(n1)C(C(F)(F)F)CC(c1ccc(Cl)c(Cl)c1)N2 (stereo not drawn),x,-8
CCN(CCCNS(=O)(=O)c1ccc2c(c1)oc(=O)n2C)c1cccc(C)c1,107,14
O=C(Cc1ccc([N+](=O)[O-])cc1)N/N=C/c1ccncc1,x,-16
CCOC(=O)CSc1nc(N)c(C#N)c(CC(C)C)c1C#N,78,0
O=c1c(-c2nc3ccccc3s2)c(C(F)(F)F)oc2cc(O)ccc12,x,-6
Cc1cc(=O)oc2c(CN3CCC(C)CC3)c(O)c(Cl)cc12,219,13
O=C(OCCN1CCOCC1)C1(c2ccccc2)CCCCC1,95,x

# More compounds follow:
SMILES,BAP1 inh,HePTP inh
CCOC(=O)c1c(NC(=O)c2cc(Cl)ccc2[N+](=O)[O-])sc2c1CCCC2,x,2
N#CC(c1nc2ccccc2nc1N1CCCC1)S(=O)(=O)c1cccs1 (stereo not drawn),62,-1
COc1ccc(CNc2oc(COc3ccccc3Cl)nc2C#N)cc1,102,-10
Cc1ccccc1C(NC(N)=O)c1ccccc1 (stereo not drawn),100,8
O=C(O)c1cccc(COc2ccc(CO)cc2Cl)c1,56,6
Cc1cccc(/C=N/NC(=O)c2cccc(F)c2)c1O,x,5
CCCC1=C(C(=O)OCC)C(c2ccc(Cl)cc2Cl)NC(=O)N1 (stereo not drawn),x,-2
CCOc1ccccc1C1C(C(N)=O)=C(C)Nc2nc(-c3cccc(C)c3)nn21 (stereo not drawn),100,5
Cc1ccc(NC(=O)CSc2nnc(-c3ccccc3C)o2)cc1C,62,-3
CCCn1c(SCC(=O)N2CCCc3ccccc32)nnc1-c1ccccn1,96,11
C/C(=N\NC(=O)c1ccccc1[N+](=O)[O-])c1c(O)cc(C)oc1=O,x,8
CCOC(=O)CSc1nnc(C)n1N,87,-7
O=C(Nc1ncccc1Cl)C(Sc1ccccc1)c1ccccc1 (stereo not drawn),63,x
CCOc1ccc(/C=N/NC(=O)CN(c2ccc(C)cc2)S(=O)(=O)c2ccccc2)cc1,x,5
O=S(=O)(c1ccc2c(c1)OCCCO2)N1CCNCC1,141,2
O=S(=O)(NCCOc1ccccc1F)c1ccccc1,x,-4
O=C1NC(c2ccccc2Cl)Nc2ccccc21 (stereo not drawn),111,-7
COC(=O)Cc1c(C)c2c(OCc3nn[nH]n3)cc(C)cc2oc1=O,61,1
CCOc1ccc(C2c3c(oc4ccccc4c3=O)C(=O)N2c2ccccn2)cc1OC (stereo not drawn),94,4
O=C(/C=C\Nc1ccccc1NS(=O)(=O)c1ccccc1)c1ccc(F)cc1,x,8
Cc1ccc(CNC(=O)CS(=O)Cc2nc(-c3ccccc3C)oc2C)cc1 (stereo not drawn),92,-5
C=CCN=C1SCC(=O)N1S(=O)(=O)c1ccccc1,83,-8
C[N+]1(CCNC(=O)/C=N/O)CCCCC1,88,7
COc1ccccc1CN1C(=O)CCC1(C)C(=O)NC1CCCCCC1 (stereo not drawn),102,-4
O=C(O)CCn1c2c(c3ccccc31)CCCC2,x,3

# In another format: results already given
BAP1 inh,HePTP inh,SMILES
76,-6,CC1CCCCC1NC(=O)c1ccc2c(c1)[nH]c(=O)n2C1CCCC1 (stereo not drawn)
92,1,CCOC(=O)c1cc(-c2ccc(N)cc2)sc1N

# More results follow.
SMILES,BAP1 inh,HePTP inh
COc1ccc(NC(=O)CSc2ccccn2)cc1OC,107,-10
Cc1cc(C)nc(Sc2c(F)c(F)c(C(F)(F)F)c(F)c2F)n1,92,3
CC(C)(C)c1ccc(-c2nnc(NC(=O)Nc3ccccc3)s2)cc1,x,-10
O=S(=O)(NCCc1ccccc1)c1cccs1,x,3
COC(=O)c1c(NC(=O)C2C3CCC(C3)C2C(=O)O)sc2c1CCCCC2 (stereo not drawn),x,-8
COc1ccc(N2CC(C(=O)Nc3ccc4c(c3)OCO4)CC2=O)cc1 (stereo not drawn),88,-5
OC(COc1ccccc1)CSc1ncn[nH]1 (stereo not drawn),61,9
O=[N+]([O-])c1ccc(N=Cc2cc(I)cc(I)c2O)c(O)c1,x,76*
CCc1ccc2[nH]c(=O)c(C(c3nnnn3CC3CCCO3)N3CCCc4ccccc43)cc2c1 (stereo not drawn),92,14
Cc1sc(NC(=O)c2cc(Cl)ccc2Cl)c(C#N)c1C,x,103*
CS(=O)(=O)N1CCN(C(=O)COc2ccccc2)CC1,x,5
O=C1c2ccccc2NC(c2ccc(Br)cc2)N1Cc1ccccc1 (stereo not drawn),x,10
O=C1CC(N2CCN(c3ccccn3)CC2)C(=O)N1c1cc(Cl)cc(Cl)c1 (stereo not drawn),x,-5
Cc1ccc(NC(=O)c2cccc3c(Br)cccc23)c([N+](=O)[O-])c1,x,1
COc1ccc2c(c1OC)C(=O)OC2Nc1ccccc1Br (stereo not drawn),x,-7
COc1ccc(/C(=C2\OC(=O)c3ccccc32)[N+](=O)[O-])cc1,x,3
CCOC(=O)c1c(-c2ccc(-c3ccccc3)cc2)csc1N,x,8
CCn1ncc(Br)c1C(=O)Nc1ccc(F)cc1F,70,-8
c1ccc(-n2nnnc2Sc2n[nH]c(-c3ccncc3)n2)cc1,98,-2
O=C(C1CCCCC1)N1CCN(S(=O)(=O)c2ccc(Cl)cc2)CC1,84,8
O=c1[nH]c(NCCCO)nc2c1C1(CCCC1)Cc1ccccc1-2,65,-1

# Exported with the structure last: part of the list above
BAP1 inh | HePTP inh | structure
92 | 1 | CCOC(=O)c1cc(-c2ccc(N)cc2)sc1N
92 | x | CC(NS(C)(=O)=O)C(c1cccs1)N1CCN(c2ccccc2)CC1 (stereo not drawn)
